Mcl1-Noxa inh = Mcl-1/Noxa interaction inhibition; TR-FRET Mcl-1/Noxa peptide binding, 2 h; inhibition, % at 21.7 µM; 1.5% of 220,000 active; AID 1022;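 active = compounds that cut the protein-peptide binding signal by more than 50% relative to plate controls in a single-dose test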;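 also: His-tagged Mcl-1 with rhodamine Noxa BH3 peptide and terbium anti-His antibody; 0% = Mcl-1 plus Noxa peptide wells and 100% = peptide-only wells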
RGS7-Gao reg = human RGS7-Galphao interaction regulation. Multiplexed bead flow cytometry, RGS7-Galphao binding; actives lie on both sides. binding response (% of control), % at 10 µM. 0.35% of 220,000 active. AID 1439; in the data active = binding response below about 49% or above about 150%; inconclusive = no clear call, values can overlap the other calls; inactive = in between;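 also: fluorescent Galphao held in activated GDP-AlF4 state binding bead-coupled RGS7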
Target sequence (P09471 whole entry, looked up): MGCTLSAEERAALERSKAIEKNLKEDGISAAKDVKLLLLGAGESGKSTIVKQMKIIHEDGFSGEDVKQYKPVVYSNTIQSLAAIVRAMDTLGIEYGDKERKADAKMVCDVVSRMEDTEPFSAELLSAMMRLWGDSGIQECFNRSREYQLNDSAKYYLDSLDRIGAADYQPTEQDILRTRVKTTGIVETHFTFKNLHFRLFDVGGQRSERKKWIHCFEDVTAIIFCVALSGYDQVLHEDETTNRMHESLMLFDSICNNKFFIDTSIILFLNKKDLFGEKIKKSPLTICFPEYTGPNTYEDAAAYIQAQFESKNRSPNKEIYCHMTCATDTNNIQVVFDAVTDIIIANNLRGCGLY
Mcl-1 Bim block = disrupts Bim peptide binding to human Mcl-1 | Q07820 | Bead-based flow cytometry, Bim peptide-Mcl-1 binding | inhibition, % at 10 µM | 0.1% of 190,000 active; in the data active = inhibition above about 40%;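 also: 0% = no compound tracer wells and 100% = peptide blocker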
Avidin bead fluor = compound fluoresces at 488/530 nm on avidin beads. compound fluorescence 488/530 nm, flow cytometry; hits give high values. AID 1775. fluorescence (KMESF) at 10 µM. 0.38% of 220,000 active; in the data active = fluorescence above about 47; also: inactives centre near 10
RGS4-Gao reg = modulates binding of RGS4 to human Galphao; P09471; Multiplexed bead flow cytometry; actives lie on both sides; binding response (% of control), % at 10 µM; 0.33% of 220,000 active; AID 1415; in the data active = binding response below about 49% or above about 150%; inactive = in between;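 also: fluorescent Galphao activated with aluminum fluoride binding bead-coupled RGS4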
ABCG2 inh = blocks JC-1 efflux by human ABCG2 transporter | IgMXP3 cells, flow cytometry | inhibition, % at 6.6 µM | 0.1% of 190,000 active | AID 1325;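 active = inhibition above 80%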;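 also: 0% = DMSO and 100% = nicardipine control wells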
Target sequence (Q9UNQ0 whole entry, looked up): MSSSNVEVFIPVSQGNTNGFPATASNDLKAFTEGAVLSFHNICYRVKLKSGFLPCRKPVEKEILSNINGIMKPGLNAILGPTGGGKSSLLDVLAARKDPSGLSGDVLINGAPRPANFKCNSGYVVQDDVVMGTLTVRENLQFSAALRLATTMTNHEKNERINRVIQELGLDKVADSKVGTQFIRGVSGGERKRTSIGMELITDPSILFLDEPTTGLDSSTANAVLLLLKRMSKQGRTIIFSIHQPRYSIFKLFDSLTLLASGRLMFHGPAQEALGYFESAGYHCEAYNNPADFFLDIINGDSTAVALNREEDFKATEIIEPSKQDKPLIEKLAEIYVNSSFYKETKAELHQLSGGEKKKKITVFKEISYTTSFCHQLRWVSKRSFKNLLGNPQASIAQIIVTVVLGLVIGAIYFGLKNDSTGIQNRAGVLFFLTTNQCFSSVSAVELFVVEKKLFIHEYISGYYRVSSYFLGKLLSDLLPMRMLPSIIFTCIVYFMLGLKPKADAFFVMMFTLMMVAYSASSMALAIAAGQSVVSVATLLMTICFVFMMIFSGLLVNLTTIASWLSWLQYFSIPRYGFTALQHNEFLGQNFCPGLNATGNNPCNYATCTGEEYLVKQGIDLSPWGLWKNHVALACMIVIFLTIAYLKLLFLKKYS
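Test system: ABCG2 IgMXP3 and barcoded ABCB1 CCRF-Adr cell mix; Schedule: cells with compound and JC-1, 10 min at 25 °C, rotating, no wash; Technique: flow cytometry of retained JC-1 fluorescence; Measure: % inhibition of efflux relative to nicardipine and DMSO; Controls: nicardipine high and DMSO low controls.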
RGS8-Gao = modulates binding of RGS8 to human Galphao | multiplexed bead flow cytometry; actives lie on both sides | response (percent of control binding), % at 10 µM | 0.34% of 220,000 active | AID 1423; in the data active = response below about 60% or above about 140%; inactive = in between;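 also: Galphao activated as the GDP aluminium fluoride complex binding bead-coupled RGS8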
Pf gametocyte = P. falciparum stage V gametocyte viability inhibition; 0.065% of 150,000 active; inhibition, % at 10.9 µM; P. falciparum stage V gametocytes, ATP luminescence, 24 h;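 active = inhibition above the mean plus 3 SD of compounds within the control limits, set per campaign, cut at about 38% in these data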;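 also: 0% = DMSO wells and 100% = medium only without gametocytes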
GSH fluor = compound fluoresces at 488/530 nm on GSH beads; GSH beads flow cytometry, compound fluorescence 488/530 nm; hits give high values; fluorescence (KMESF) at 10 µM; 0.25% of 190,000 active; in the data active = fluorescence above about 89;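 also: glutathione beads carrying GST-tagged Bcl family fusion proteins plus one bare bead set; values are compound well signal with DMSO vehicle wells as background; inactives centre near 16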
ABCB1 block = inhibitors of human ABCB1 transporter, ABCG2 counter-screen. P08183. AID 1326. inhibition, % at 6.6 µM. 0.067% of 190,000 active. CCRF-Adr cells, JC-1 efflux, flow cytometry; in the data active = inhibition above about 40%;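 also: 0% = vehicle and 100% = reference inhibitor; higher value means more JC-1 retained so stronger ABCB1 efflux block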
Mcl1-Bid inh = Mcl-1/Bid interaction inhibition | Q07820 | TR-FRET Mcl-1/Bid-Dy647 peptide binding, 1536-well | inhibition, % at 21.7 µM | 0.97% of 220,000 active | AID 1021;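 active = compounds that cut the binding signal by more than half at the single screening dose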;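 also: His-tagged Mcl-1 with europium anti-His antibody binding Bid BH3 peptide; 0% = Mcl-1 plus peptide wells and 100% = peptide-only wells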
Active calls of the source: *; ? = inconclusive; nt = not tested or not shown.

Under each structure: GSH fluor	Mcl-1 Bim block	RGS4-Gao reg	RGS7-Gao reg	ABCB1 block	Avidin bead fluor	ABCG2 inh	Mcl1-Noxa inh	Mcl1-Bid inh	Pf gametocyte	RGS8-Gao
- COc1ccc(CNc2nc3ccccc3n2C)c(O)c1
  nt	nt	98	?	nt	8	nt	17	-122	-26	103
- C/C(=N/NS(=O)(=O)c1ccc(Br)cc1)c1ccc(C)o1
  13	-12	96	95	-0.2	8	-1	-2	-49	1	91
- Cc1ccc(NC(=O)CN(C)S(=O)(=O)c2cccs2)cc1F
  13	4	86	80	0.5	6	12	18	-9	-9	68
- CC(NCCC(c1ccccc1)c1ccccc1)c1ccccc1 (centres undefined)
  17	-1	nt	nt	2.5	nt	-4	13	3	nt	nt
- CCN1CCN(CCOc2ccc(Cl)cc2)CC1
  23	1	102	102	-0.1	11	0	21	22	nt	102
- O=C(O)c1cccc(N2C(=O)c3cccc(Oc4ccc(Cl)cc4)c3C2=O)c1
  12	0	100	96	-0.1	11	-2	15	0	nt	98
- COc1ccc(-c2c(-c3ccc(OCC(=O)NN)cc3O)n[nH]c2C)cc1
  nt	nt	87	?	nt	6	nt	-5	-24	-8	98
- CCOC(=O)COc1ccc(Oc2nc(C)cc(OC)n2)nn1
  18	-2	101	99	0.2	8	0	-6	-11	-7	99
- Clc1cccc(Cl)c1NC1=NCCC1
  39	0	94	99	0.7	5	6	0	-5	nt	101
- CC1=C/C(=N\OC(=O)/C=C/c2ccccc2)C(C)=CC1=O
  15	-4	101	101	0.6	10	3	2	-26	-4	100

Two entries drawn at random from those above, as already listed:
Under each structure: GSH fluor	Mcl-1 Bim block	RGS4-Gao reg	RGS7-Gao reg	ABCB1 block	Avidin bead fluor	ABCG2 inh	Mcl1-Noxa inh	Mcl1-Bid inh	Pf gametocyte	RGS8-Gao
- C/C(=N/NS(=O)(=O)c1ccc(Br)cc1)c1ccc(C)o1
  13	-12	96	95	-0.2	8	-1	-2	-49	1	91
- CC1=C/C(=N\OC(=O)/C=C/c2ccccc2)C(C)=CC1=O
  15	-4	101	101	0.6	10	3	2	-26	-4	100

Further compounds.
Under each structure: GSH fluor	Mcl-1 Bim block	RGS4-Gao reg	RGS7-Gao reg	ABCB1 block	Avidin bead fluor	ABCG2 inh	Mcl1-Noxa inh	Mcl1-Bid inh	Pf gametocyte	RGS8-Gao
- CCOC(=O)C1=C(C)N(c2ccccc2)C(=O)/C1=C\c1ccc(O)c(OC)c1
  nt	nt	103	?	nt	8	nt	32	-76	-16	99
- COc1cc(N=Nc2cccc(S(N)(=O)=O)c2)c2ccccc2c1N
  nt	nt	96	?	nt	6	nt	67*	4	nt	99
- CCOc1ccccc1C1CC(=O)Nc2cc(OC)c(OC)c(OC)c21 (centres undefined)
  26	-1	101	100	0.5	39	1	-3	-3	10	100
- CCCN(CCC)C(=O)Cn1c(=O)n(CCC(=O)NCCc2ccccc2)c(=O)c2ccccc21
  36	0	112	111	0.2	16	6	14	-1	33	109
- COc1ccc(NC(=S)N(CCCN2CCN(C)CC2)Cc2cccs2)cc1
  6	0	109	104	-0.3	2	-2	-3	3	-21	110
- Cc1ccc(S(=O)(=O)N(C)CC(=O)N2CCOCC2)cc1
  33	-7	97	100	0.2	11	1	nt	-24	-3	101
- C=CCN1c2ccccc2[C@]23C[C@@H](C(=O)OC)N(C(=O)C4CCC4)C2=NC(C(=O)OC)=C(C(=O)OC)[C@H]13
  nt	nt	108	?	nt	10	nt	-5	-62	nt	106
- C=CCn1c(SCC(=O)N2CCc3ccccc3C2)nc2sc(C)c(C)c2c1=O
  8	-5	97	96	7.4	14	7	-12	-5	18	99
- Cc1cccc2c(=O)n3c(nc12)CCCCC3
  267*	-2	102	99	0.4	7	2	-7	-19	nt	101
- O=C(NCc1ccco1)C(=O)NCC1OCCN1S(=O)(=O)c1ccccc1 (centres undefined)
  17	-6	99	101	-0.2	2	-2	24	-10	nt	101
- O=C(COC(=O)c1ccc(Br)cc1)NCc1ccccc1
  18	-1	102	104	0.5	9	6	10	-14	-18	103
- COc1cc(CCCN2C(=O)C(=O)NC[C@@H]2c2ccccc2)cc(OC)c1OC
  nt	nt	114	?	nt	17	nt	14	-25	-18	108
- CCOC(=O)C1CCN(C(=O)Cn2cc(C(=O)c3ccco3)c3ccccc32)CC1
  17	1	96	99	1.1	25	3	-5	-2	-3	98
- COc1ccc(NC(=O)/C(C#N)=C\c2cc(OC)c(OCc3ccc(C(=O)O)cc3)cc2Br)cc1
  10	0	98	102	-0.8	13	-2	62*	-35	11	103
- C=CCC1C=C(Cc2ccccc2)CC(CC=C)N1 (centres undefined)
  14	-1	102	104	0.3	7	0	10	-7	nt	104
- CC1CC(C)CN(S(=O)(=O)c2ccc3c(c2)oc(=O)n3CC(=O)NCc2cccnc2)C1 (centres undefined)
  nt	nt	103	?	nt	7	nt	-12	-60	15	99
- CCOc1ccccc1Nc1nnc(C)c(=O)[nH]1
  25	-5	102	102	1.6	38	42	9	9	nt	101
- CC(=O)c1sc(-c2ccccc2Cl)nc1C
  16	0	101	99	0.7	9	5	15	-17	12	101
- CCOc1ccc(NC(=S)NCCN2CCN(Cc3ccccc3)CC2)cc1
  63	-3	103	103	2.0	15	6	0	-36	8	100
- CCc1c(C)sc(NC(=S)N2CCN(S(C)(=O)=O)CC2)c1C(=O)OC
  nt	nt	99	?	nt	5	nt	7	-23	15	101
- CC(C)(C)OC(=O)N/N=C/c1c[nH]c2ccccc12
  21	1	106	103	33	12	36	6	-11	-6	108
- COC(=O)c1[nH]c2ccc(C)cc2c1NC(=O)CN1CCCC(C)(C)C1
  17	0	103	98	0.5	32	2	0	-8	nt	101
- COc1ccc(C(=O)n2nc(-c3ccco3)nc2N)cc1
  64	-3	112	109	1.2	12	18	12	0	nt	107
- COc1ccc(S(=O)(=O)N2CC(C(=O)O)Oc3ccc(CC(=O)O)cc32)cc1 (centres undefined)
  12	-4	102	98	0.1	37	0	3	-2	nt	103
- COc1ccc(CNC(=O)c2noc3c2CCCC3)cc1
  15	-4	107	107	0.3	10	8	18	-17	-23	110
- CC1(C)CC(=O)c2ccc(OCc3ccc([N+](=O)[O-])cc3)cc2O1
  nt	nt	96	?	nt	3	nt	2	-13	5	97
- Nc1ncc(Br)cc1N=Cc1ccccc1
  13	-1	102	97	0.2	10	18	16	-63	-12	99
- COc1ccc2cc3cc(C(=O)NCc4cccs4)oc3nc2c1
  16	-9	95	101	1.0	25	7	9	11	-34	101
- Cc1ccc(NC2c3ncccc3C(=O)N2C2CCCCC2)cc1 (centres undefined)
  30	-2	103	103	-1.5	6	0	-10	-13	nt	105
- O=C(c1cccs1)N1CCN(CCc2ccccc2)CC1
  28	-1	92	96	0.2	5	1	-2	-17	5	98
- NC(=O)C1CCCN(C(=S)Nc2cccc3ccccc23)C1 (centres undefined)
  12	7	102	101	0.0	15	0	9	-45	13	101
- Cc1ccc2cc(C)c(SCC#N)nc2c1
  56	1	107	104	0.7	10	5	9	2	nt	107
- CCOC(=O)c1cnc2ccc(OC)cc2c1Nc1ccc2c(c1)OCCO2
  10	-3	108	106	2.5	21	6	10	-14	29	102
- Cn1c(CSCc2ccc(F)cc2)nnc1SCC(=O)Nc1nccs1
  28	-1	99	97	1.5	35	8	21	7	4	102
- O=C(CNC(=O)c1ccc(F)cc1)N/N=C/c1ccc(O)c([N+](=O)[O-])c1
  9	-5	103	109	-0.5	34	4	-8	-29	-17	103
- Cc1ccc(NC(=O)COC(=O)CN2C(=O)c3ccccc3C2=O)cc1S(=O)(=O)N(C)C
  20	-2	100	102	0.3	6	3	15	3	13	101
- CC(=O)c1c(C)[nH]c(C(=O)OCCOc2ccccc2)c1C
  15	0	104	102	1.2	10	6	7	-5	5	103
- CC(=O)c1ccc(NCC2COc3ccccc3O2)c([N+](=O)[O-])c1 (centres undefined)
  16	0	102	99	2.3	9	18	7	1	21	101
- COCCn1c(SCC(=O)c2c(-c3ccccc3)n(C)c3ccccc23)nnc1-c1ccncc1
  18	-5	105	97	2.6	10	13	16	7	18	103
- COC(=O)C1=C(C(=O)c2ccccc2)C(c2ccccc2)n2nnnc2N1 (centres undefined)
  22	-1	99	98	0.8	6	-1	11	10	-26	98
- COCCNC(=O)COC(=O)c1cc(-c2ccc(OC)cc2)nc2ccccc12
  26	-5	99	101	1.1	12	12	13	2	8	97
- COC(=O)c1cccc(NC(=O)CN2CCC(NC(=O)c3cc(OC)c(OC)c(OC)c3)CC2)c1
  30	4	97	91	6.1	14	5	-5	-38	-3	99
- CC(C)c1ccc(/C=C/C(=O)NC(=S)Nc2ccc(CN3CCOCC3)cc2)cc1
  16	-27	102	97	0.7	4	2	6	-9	2	100
- CCN(CC)C(=O)CSc1nc2nc(C)cc(C)c2c(=O)[nH]1
  23	-5	100	99	2.4	13	6	3	-4	nt	103
- COc1ccccc1OCCOCCOc1ccc(C)cc1Br
  10	-7	89	89	0.5	7	9	18	7	-13	80
- COc1ccc(S(=O)(=O)Nc2cc(C)ccn2)cc1OC
  11	0	99	97	0.3	9	1	-7	-25	7	99
- CC(C)C(=O)Nc1ccc(C(=O)NNC(=O)CCc2ccccc2)cc1
  10	-1	105	103	-0.1	11	0	1	-2	-14	100
- CCCc1ccc(OCC(=O)O)cc1
  35	-1	100	107	-0.3	21	-1	0	3	nt	99
- CC(C)Cc1nnc(NC(=O)CCc2c[nH]c3ccccc23)s1
  10	-2	104	105	-0.2	27	0	-4	-25	nt	107
- Cc1c(C(=O)NCc2ccccn2)oc2ccc(S(=O)(=O)N3CCOCC3)cc12
  11	-2	106	101	0.3	8	1	9	-6	-13	100

More entries
Under each structure: GSH fluor	Mcl-1 Bim block	RGS4-Gao reg	RGS7-Gao reg	ABCB1 block	Avidin bead fluor	ABCG2 inh	Mcl1-Noxa inh	Mcl1-Bid inh	Pf gametocyte	RGS8-Gao
- CCC(=O)NCC(c1ccco1)N1CCN(c2ccc(OC)cc2)CC1 (centres undefined)
  15	-1	105	106	0.2	12	1	22	-43	-20	103
- Cc1sc(NC(=O)c2ccco2)c(C(c2cccnc2)N2CCC(C)CC2)c1C (centres undefined)
  15	-1	106	107	0.4	25	0	6	-34	-66	115
- COc1cccc(C2(O)CCN(C(=O)c3cccs3)CC2)c1
  14	8	103	103	0.1	12	0	-13	-15	nt	101
- Cc1cc(C)c2[nH]c(C(=O)Nc3ccc4c(c3)OCO4)cc2c1
  nt	nt	97	?	nt	6	nt	50	-58	-10	100
- Cc1ccc2cc(C#N)c(N3CCCN(S(=O)(=O)c4ccc(F)cc4)CC3)nc2c1
  12	1	102	101	0.5	19	1	-68	-4	-43	98
- CCOc1ccc(OCc2cccc(C(=O)N/N=C/c3cccnc3)c2)cc1
  11	0	108	107	1.5	14	87*	24	-15	nt	108
- O=C(c1ccco1)N1CCN(CC(O)Cn2c3ccccc3c3ccccc32)CC1 (centres undefined)
  37	-2	97	99	1.6	3	3	19	1	-18	101
- CC(NC(=O)/C(=C\c1cccc([N+](=O)[O-])c1)NC(=O)c1ccco1)C(=O)O (centres undefined)
  17	0	105	103	0.0	22	0	21	11	22	108
- Cc1cc(/C=N/NC(N)=O)c(C)n1C1CCCCC1
  8	2	102	99	1.8	10	5	14	-48	-12	101
